SKBR3 24h inh – SK-BR-3 proliferation inhibitors. viability, % at 10 µM. 0.47% of 41,000 active. SK-BR-3 viability, CellTiter-Glo ATP luminescence, 24 h; hits give low values. AID 847;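 active means viability at or below the median of all test compounds minus 3 SD, in both replicates if run twice, cut at about 45% in these data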;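 further: 100% = median untreated cell wells and 0% = median positive control drug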
* hit, by the source's call. An excerpt (hit frequency here may not be typical).

SMILES	SKBR3 24h inh
Cc1nc(C)n(CC(O)COc2ccc(C(=O)c3ccccc3)cc2)n1 (configuration not stated)	93
Cc1ccc(OCCn2cc(/C(N)=N/O)c3ccccc32)cc1C	75
Cc1cc(N2CCC(C)CC2)n2nc(C)c(-c3ccccc3)c2n1	76
Cc1nc2ccc(C(=O)N3CCN(c4ccccn4)CC3)cc2s1	96
CCCc1nc2c3cnn(-c4cccc(Cl)c4)c3ncn2n1	88
CC(=O)c1cccc(NC(=O)c2cc3nc(C)cc(C)n3n2)c1	83
CCCCCCC(=O)N1CCC(c2nc3c(nnn3Cc3ccccc3Cl)c(=O)[nH]2)CC1	92
O=C(CSCCO)N1CCc2ccccc21	91
c1csc(Cc2nn3c(-c4n[nH]c5c4CCC5)nnc3s2)c1	93
N#CCSc1nc2cc(C(=O)N3CCCC3)ccc2c(=O)n1Cc1ccccc1	91
O=c1c2ccccc2c(C=NC2CCS(=O)(=O)C2)c(O)n1-c1ccccc1 (configuration not stated)	101
Cc1cccc(-c2noc(CN(C(=O)c3ccc4c(c3)OCO4)C(C)C)n2)c1	110
CCN(CC)c1ccc(NC(=O)c2ccccc2F)cc1	88
CSc1nnc(Cc2ccc3c(c2)OCO3)o1	106
CN1C(=O)NC(NC(=O)c2ccco2)(C(F)(F)F)C1=O (configuration not stated)	94
Cc1ccc(F)cc1NC(=O)C1CCCN(c2ncccn2)C1 (configuration not stated)	85
CCNc1ccc(C(=O)OCC)cc1NC(=O)c1cccc(N(C)C)c1	61
Cc1cc(NC(=O)c2ccc3c(c2)C(=O)N(Cc2cccnc2)C3=O)no1	94
CC(=O)c1c(C)nc2cc(Cl)ccc2c1N	99
CC(c1ccccc1)n1c(-c2ccncc2)n[nH]c1=S (configuration not stated)	108
CCc1nc(SCC(=O)NCC2CCCO2)c2oc3ccccc3c2n1 (configuration not stated)	82
CC1CCN(C(=O)c2cc(-c3ccc(Cl)c(Cl)c3)on2)CC1	105
O=C1Nc2ccccc2C(O)(C(=O)NCc2ccco2)N1c1ccc(Cl)cc1 (configuration not stated)	82
CC1=C(C#N)C(NC(=O)C2CC2)(C(F)(F)F)C(=O)N1 (configuration not stated)	101
CC(C)(C)S(=O)(=O)c1c(C(=O)O)cccc1C(=O)O	90
Cc1nc2c(C(=O)N3CCCC3)c[nH]n2c(=O)c1Cc1ccc(F)cc1Cl	73
CC(C)c1[nH]nc2c1C(Cc1ccccc1)C(C#N)=C(N)O2 (configuration not stated)	90
CCOC(=O)c1nc2nc(C)c(Cl)c(=O)n2[nH]1	79
COc1ccc(OC)c(S(=O)(=O)N2CCC(C(=O)NCC3CCCO3)CC2)c1 (configuration not stated)	86
CC(C)(C)c1csc(NC(=O)Cn2cnc3ccccc3c2=O)n1	71
O=C(NC(=O)N1CCN(c2cccc(Cl)c2)CC1)c1ccccc1	90
CCN=C1SCC(=O)N1c1ccc(OC)cc1	100
Cc1ccc(C(C(=O)NC(C)(C)C)N(C(=O)c2csnn2)c2cccc(F)c2)o1 (configuration not stated)	90
COC(=O)CN(c1ccc(C)cc1)S(=O)(=O)c1ccc2c(c1)n(C)c(=O)c(=O)n2C	79
C#CCOC(=O)c1ccccc1C(=O)N(CC)CC	96
COc1ccc(OCC(=O)Nc2ccc3c(c2)nc(CCN2CCOCC2)n3C)cc1	93
Cc1cccc(OCCCC(=O)O)c1C	90
CC(C)C(=O)N1CCN(c2ccccc2NC(=O)Cc2ccc(Cl)cc2)CC1	86
CCCC(=O)N1CCN(c2ccc(NC(=O)c3ccccc3)cc2)CC1	97
Cc1ccc2ccc(S(=O)(=O)n3nc(C)cc3C)cc2c1	98
COc1ccc(C(=O)N2CCCC(c3nc(-c4ccc(OC)c(OC)c4)no3)C2)c(OC)c1 (configuration not stated)	84
O=C(Nc1nnc(-c2ccccc2Cl)o1)c1cccnc1	77
C=CCn1c(N)c(C(=O)N2CCN(C)CC2)sc1=S	104
O=C(CSc1ncnc2c1cnn2Cc1ccccc1)Nc1ccc2c(c1)OCCO2	84
CCN(CC)CCNC(=O)c1ccc2c(c1)ncn2C1CCCCC1	93
Cc1sc2c(c1C)c(=O)n(-c1ccccc1)c1nncn21	90
O=S(=O)(NC1CCCCC1)c1ccc(Cl)s1	95
CCOc1ccc2nc(NC3=NCN(CC4CCCO4)CN3)nc(C)c2c1 (configuration not stated)	80
CCOC(=O)CN(C(=O)Cn1nnc2ccccc21)C(C(=O)NCCOC)c1ccccc1C (configuration not stated)	93
Cc1cc(N2CCN(c3nnnn3-c3ccccc3)CC2)n2ncnc2n1	95
CCC(c1nc2ccccc2c(=O)n1-c1cccnc1)N1C(=O)c2ccccc2C1=O (configuration not stated)	86
Cn1c(=O)[nH]c(=O)c2c1nc(Br)n2CCOc1ccccc1	74
O=C(NCC(c1cccnc1)N1CCN(c2ccccc2)CC1)c1ccc2c(c1)OCO2 (configuration not stated)	81
CC1(C)CC(=O)c2cnc(NCc3ccco3)nc2C1	88
O=C(COc1ccccc1)NCCSCc1ccco1	95
c1ccc(Cc2nnc3sc(-c4ccc5c(c4)OCO5)nn23)cc1	100
O=C(Nc1ccc(Br)cc1F)c1ccncc1	88
COc1cc2c(cc1NC(=O)c1ccc3c(c1)OCO3)oc1ccccc12	87
CN(CC(=O)N1CCCc2c1c(=O)oc1ccc(O)cc21)Cc1ccccc1	107
CNc1nc(C)c(C#N)c(-c2ccccc2)c1C(C)=O	86
Carrying on:
SMILES	SKBR3 24h inh
CN(C)c1nc(C(=O)OCCO)nc(N(C)C)n1	92
CC1(C)NC(=O)N(CCOc2cccc(Oc3ccccc3)c2)C1=O	95
CN(Cc1ccccc1)S(=O)(=O)c1ccc(NS(C)(=O)=O)cc1	101
CCc1ccc(-c2cn(-c3nc(C)cc(C)n3)c(=N)o2)cc1	101
COc1ccc(N(C(C)C(=O)NC2CCCCCC2)S(C)(=O)=O)cc1 (configuration not stated)	80
Cc1nc2ccccc2c(=O)n1/N=C/c1c(O)ccc2oc3c(c12)CCCC3	136
Cc1ccc(S(=O)(=O)N(C)CCCC(=O)n2nc(C)cc2C)cc1	87
CCn1c(CNC(=O)c2ccc3c(c2)OCO3)nnc1SCC(=O)Nc1cc(C)ccc1OC	77
COc1nc(NC(C)(C)C)nc(Oc2ccc(=O)n(-c3ccccc3)n2)n1	89
CN1C(=O)NC(c2ccccc2)C2=C1CN(Cc1ccccc1)C2=O (configuration not stated)	78
COc1cc(C(C(=O)NC(C)(C)C)N(Cc2ccccc2)C(=O)c2cnccn2)cc(OC)c1OC (configuration not stated)	102
CCOc1cc(C(=O)O)cc(Cl)c1OCC#N	96
O=C1NCCCc2c1oc1ccc(O)cc21	92
Cn1c(=O)c2c(nc(NCc3ccco3)n2CC(O)COc2ccccc2)n(C)c1=O (configuration not stated)	108
COc1cc(-c2nn3c(-c4ccco4)nnc3s2)cc(OC)c1OC	148
COCCn1nnnc1C(c1cc2cc(C)cc(C)c2[nH]c1=O)N1CCN(c2ccccc2F)CC1 (configuration not stated)	95
OC(COc1cccc(OCC(O)CN2CCCC2)c1)CN1CCCC1 (configuration not stated)	122
CN(C)CC(C)(C)CNC(=O)C1CCN(Cc2ccccc2O)CC1	90
O=C(Nc1cccnc1)c1cnn2c(C(F)F)cc(C3CC3)nc12	87
CCOc1cc(C)nc(NCCc2ccc(OC)c(OC)c2)n1	116
Cc1ccc(Cn2c(C)nc3c(c2=O)c2nc4ccccc4nc2n3Cc2ccco2)cc1	88
CC(O)CNc1ncnc2nc[nH]c12 (configuration not stated)	70
C=CC[N+](C)(C)CCCNC(=O)/C=N/O	102
CC(C)CN1C(=O)c2ccc(C(=O)Nc3ccccn3)cc2C1=O	89
CCn1c(SCC(=O)Nc2nc(C)c(C(=O)OC)s2)nnc1C(C)C	103
CC(O)C(O)C(O)C(O)C1NCCS1 (configuration not stated)	99
Cc1cccn2cc(-c3ccc(F)cc3)nc12	96
O=C(CSc1ncn(-c2ccccc2)n1)Nc1ccc(Br)cn1	85
CCOC(=O)N1CCN(C(=O)CN(c2cccc(C)c2)S(=O)(=O)c2ccc(C)cc2)CC1	115
CCOC(=O)Cc1csc(NC(=O)c2cccc(N3C(=O)CCC3=O)c2)n1	87
O=C(O)Cc1ccc(NC(=O)c2cccs2)cc1	89
CNc1nc(C)c(C#N)cc1C(C)=O	77
CC(=O)N(c1cccc(C)c1)C1SC(=O)N(c2ccccc2)C1=O (configuration not stated)	75
CN(Cc1nc(-c2ccccn2)no1)S(=O)(=O)c1ccc(Cl)cc1	79
CN(Cc1ccccc1)Cc1nc2c([nH]1)c(=O)[nH]c(=O)n2C	104
COc1cc2c(cc1OC)-c1cc(NC3CC3)nc(=O)n1CC2	98
COC(=O)CCCc1nc2ccccc2s1	119
CCCn1nnnc1NC(=O)CSc1ccc(Cl)cc1	90
COc1ccc(C(C)=O)cc1CSc1nc2ccccc2o1	83
Cc1ccc(NC(=O)CCNS(=O)(=O)c2cccc3nonc23)cc1	100
Fc1ccc(-c2ccc(-c3nn4c(-c5ccco5)nnc4s3)o2)cc1	72
CCOC(=O)c1c(NC(C)=O)sc2c(O)c(CN3CCN(CC)CC3)ccc12	146
c1ccc(CCc2nn3c(-c4ccncc4)nnc3s2)cc1	96
O=C(c1ccc(Br)o1)N(Cc1ccccc1)c1ccccn1	64
O=C(O)c1cccc(COc2ccccc2Cl)c1	89
CCOC(=O)c1ccccc1NC(=O)c1cccnc1	97
COc1ccccc1C(=O)NCCNC(=O)c1ccco1	84
C=CCn1c(-c2cccs2)nc2ccccc21	87
COc1ccc(NC(=O)CSc2nnc(COc3ccccc3)n2Cc2ccco2)cc1OC	101
CCCCn1c(NCCC)nc2c1c(=O)[nH]c(=O)n2C	83
CC(C)COc1ccc(C(=O)CCN2CCCCC2)cc1	79
Cc1c(NC2=C(Cl)C(=O)N(c3ccccc3)C2=O)c(=O)n(-c2ccccc2)n1C	81
CCn1cc(S(=O)(=O)CC(=O)Nc2ccc3c(c2)OCCO3)c2ccccc21	86
O=C1CC(c2ccccc2)n2ncnc2N1 (configuration not stated)	81
COC(C)(C)[C@]12CC(O)(C(C)C)ON1[C@H]1CCCCC1N2O (some centres not stated)	85
CC(C)(C)C(=O)Nc1ccccc1N1CCN(C(=O)c2ccc(Cl)cc2)CC1	88
CCOc1ccc2c(C)c(C(=O)O)oc2c1OCC	104
CCOc1ccc(-n2c(=O)c3c4c(sc3n(CC(=O)NCc3ccco3)c2=O)CCC4)cc1	103
COc1ccc(NC(=O)C2CCCN2C(=O)NCc2ccccc2)c(OC)c1 (configuration not stated)	99
COC(=O)c1cc(NC(=O)CSc2nnc(CN3CCOCC3)n2C)ccc1Cl	84
Next part:
SMILES	SKBR3 24h inh
CCOC(=O)c1ccc(NC(=O)CSc2nc(SC)ns2)cc1	80
CCn1c(-c2ccccc2O)n[nH]c1=S	90
Fc1ccc2nc(Nc3nc4c(s3)CCCC4)sc2c1	104
CN=C1c2c(-c3ccccc3)c3cc(OC)ccc3n2CCN1C	103
CC12CN3CCN(CC(C3)C1(O)CN1CCCCC1)C2 (configuration not stated)	90
COCCNC(=O)CN(C(=O)CCC(=O)Nc1cc(C)on1)c1cccc(C)c1C	102
O=C(NCCN1CCOCC1)c1cc2ccccc2[nH]1	128
Cc1ccc(Cl)cc1N1CCN(C(=O)CCS(=O)(=O)c2cccc3nonc23)CC1	102
CCCCC(OC(=O)c1cc2occc2n1C)C(=O)NCC1CCCO1 (configuration not stated)	85
COc1cc2nc(NC(=O)c3ccc(Cl)cc3)[nH]c(=O)c2cc1OC	82
Cc1cc(C)cc(N2CCCn3c2nc2c3c(=O)n(CCN3CCOCC3)c(=O)n2C)c1	93
O=C(Nc1ccc(Cl)c(Cl)c1)N1CCC(N2CCCCC2)CC1	92
COc1ccccc1OCC(O)Cn1c(Br)nc2c1c(=O)[nH]c(=O)n2C (configuration not stated)	95
c1ccc2c(c1)CNc1ccccc1C2	91
CC(=O)/C(C(=N)N1CCN(Cc2ccccc2)CC1)=C(\C)O	88
COc1cc(C2c3c(n[nH]c3C)C(=O)N2c2ccc(Br)cc2)ccc1O (configuration not stated)	92
COc1ccc2cnn(CCOc3ccccc3)c(=O)c2c1OC	96
Cc1ccnc2nc(C(=O)OCCOc3ccccc3)nn12	112
Cn1c(=O)n(CCC(=O)O)c2ccccc21	87
O=C(CN(Cc1ccccc1Cl)C(=O)c1ccc(CN2CCOCC2)o1)NCc1ccccc1	79
N#CC1=C(N)NC(SCC(=O)Nc2ccccc2)=C(C#N)C12CCCC2	94
Cc1ccc2nc(NCc3ccccc3)[nH]c2c1	78
COc1ccc2c(C(=O)CN(C)C3CCCCC3)c[nH]c2c1	105
CCN1CCN(P2(=O)C=C(c3ccccc3)OC(c3ccccc3)=C2)CC1	45
